Screens: PubChem, several laboratories
GC-B act: human GC-B receptor activators, primary screen, HEK293 GC-B cells, cGMP TR-FRET, EC30 CNP; Atrial natriuretic peptide receptor 2 (Homo sapiens), P20594; 0% at EC30 CNP, 100% saturating CNP; activation, % at 10 µM; actives 0.11% (n = 370,000); AID 1920062, 2024;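 active = activation at 10 µM reaching about 35% in either raw or pattern-adjusted values, limit read from the data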
SMARCA2 activ: SMARCA2 (BRM) function activators, primary screen, cell-based, luminescence, high throughput. MG213 cells, MMTV-luciferase reporter, dexamethasone, overnight. activation, % at 9.1 µM. actives 1% (n = 370,000). AID 652017, 2013; in the data active = activation above about 7.8%;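 note: 0% = vehicle wells and 100% = reference activator wells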
GAA850 FXN act: FXN promoter activators, primary screen, cell-based, luciferase luminescence, HEK293 lucGAA850; actives 0.56% (n = 360,000); activation, % at 6 µM; HEK293 lucGAA850 FXN promoter luciferase reporter, 24 h; percent of 10 µM SAHA response; AID 540364, 2011;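 active = activation above the average of all compounds screened plus 3 SD, cutoff fixed separately per campaign, cut at about 7.5% in these data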;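 note: 0% = DMSO wells and 100% = 10 µM SAHA wells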
DAX1 inh-1: DAX1 (NR0B1) inhibitors on StAR promoter, primary screen, cell-based, luminescence, SF-1 (NR5A1), full-length DAX-1; HEK293T StAR-luciferase reporter, SF-1/DAX-1 repression relief; inhibition, % at 6.8 µM; actives 1.1% (n = 370,000); AID 652010, 2013;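 active = inhibition above the mean over all tested compounds plus 3 SD, cut at about 3.6% in these data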;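 note: 0% = DAX-1 cells with DMSO and 100% = cells lacking DAX-1 with DMSO; higher inhibition means more luminescence from relief of DAX-1 repression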
ssDAF12 agonist: S. stercoralis DAF-12 nuclear receptor activators, primary screen, cell-based, luminescence, HEK293, GRIP1 co-expression, lit1-tk-luc | Nuclear hormone receptor DAF-12 (Strongyloides stercoralis) | HEK293 ssDAF-12/GRIP1 lit1-tk-luc reporter; % of 3 µM dafachronic acid response | activation, % at 6.8 µM | actives 1% (n = 370,000) | AID 652126, 2013;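 active = activation above the mean over all tested compounds plus 3 SD, cut at about 0.9% in these data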;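 note: 0% = DMSO-only wells and 100% = 3 µM delta7-dafachronic acid wells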
sPLA2-III inh: human group III sPLA2 inhibitors, primary screen, biochemical, QFRET, BODIPY PC-A2 liposome substrate | Group 3 secretory phospholipase A2 (Homo sapiens), Q9NZ20 | QFRET BODIPY PC-A2 liposome hydrolysis, fluorescence | inhibition, % at 12.2 µM | actives 0.56% (n = 370,000) | AID 743126, 2013;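 active = inhibition above mean plus 3 SD of compounds lying within the high and low control bounds, cut at about 19% in these data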;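 note: 0% = median of test compound wells and 100% = no enzyme DMSO wells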
hgDAF-12 ag: H. glycines DAF-12 receptor agonists, primary screen, cell-based, luminescence, HEK293, GAL4 fusion, UAS-luciferase | HEK293 GAL4-hgDAF12 UAS-luciferase reporter, agonist luminescence; normalized to butyrate control | activation, % at 6.8 µM | actives 1.8% (n = 370,000);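 active = activation above a cutoff set at the mean of all screened compounds plus 3 SD, cut at about 10% in these data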;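 note: 0% = DMSO wells and 100% = sodium butyrate wells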
hcDAF12 agonist: H. contortus DAF-12 nuclear receptor activators, primary screen, cell-based, luminescence, HEK293, lit1-tk-luc reporter | HEK293 hcDAF-12 lit1-tk-luc reporter; 0% DMSO, 100% Δ7-dafachronic acid | activation, % at 6.8 µM | actives 1.4% (n = 370,000) | AID 652067, 2013;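 active = activation above the mean of all tested compounds plus 3 SD, cut at about 5.5% in these data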;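 note: 100% = response to 3 µM Δ7-dafachronic acid high control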
GC-A act: GC-A stimulated cGMP production enhancers – HEK293 GC-A cells, cGMP TR-FRET, EC30 ANP, primary screen | Atrial natriuretic peptide receptor 1 (Homo sapiens), P16066 | 0% at EC30 ANP, 100% saturating ANP | activation, % at 10 µM | actives 0.14% (n = 370,000) | AID 1671463, 2021; in the data active = activation above about 40%
DAX1 inh-2: DAX1 (NR0B1) inhibitors, primary screen, cell-based, HEK293, Gal4-DAX1, luciferase luminescence. HEK293 Gal4-DAX1 luciferase reporter. inhibition, % at 6.75 µM. actives 0.99% (n = 340,000). AID 504766, 2011;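 active = inhibition above the mean over all tested compounds plus 3 SD, cut at about 4.2% in these data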;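 note: 0% = DAX1-transfected cells with DMSO and 100% = empty-vector control cells with DMSO; inhibition shows as a rise in luminescence from relieved DAX1 repression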
Target sequence (P51843 207-470 limits assumed): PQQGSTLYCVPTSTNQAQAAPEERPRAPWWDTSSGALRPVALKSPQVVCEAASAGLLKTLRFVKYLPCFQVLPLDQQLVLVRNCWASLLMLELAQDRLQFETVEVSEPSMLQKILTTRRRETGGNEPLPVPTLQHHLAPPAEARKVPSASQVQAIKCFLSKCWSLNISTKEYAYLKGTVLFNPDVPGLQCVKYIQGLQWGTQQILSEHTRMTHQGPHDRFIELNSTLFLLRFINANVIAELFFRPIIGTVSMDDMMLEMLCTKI
ADAM10 inh: human ADAM10 inhibitors, primary screen, biochemical, QFRET, HTS | Disintegrin and metalloproteinase domain-containing protein 10 (Homo sapiens), O14672 | recombinant ADAM10, EDANS/DABCYL FRET peptide cleavage, 3 h | inhibition, % at 7 µM | actives 0.62% (n = 370,000) | AID 720582, 2013;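 active = inhibition above a per-campaign cutoff equal to the mean of compounds falling between control-based bounds plus 3 SD, cut at about 20% in these data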;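 note: 0% = DMSO wells while the 100% control is not disclosed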
Target sequence (O14672 214-748 limits assumed): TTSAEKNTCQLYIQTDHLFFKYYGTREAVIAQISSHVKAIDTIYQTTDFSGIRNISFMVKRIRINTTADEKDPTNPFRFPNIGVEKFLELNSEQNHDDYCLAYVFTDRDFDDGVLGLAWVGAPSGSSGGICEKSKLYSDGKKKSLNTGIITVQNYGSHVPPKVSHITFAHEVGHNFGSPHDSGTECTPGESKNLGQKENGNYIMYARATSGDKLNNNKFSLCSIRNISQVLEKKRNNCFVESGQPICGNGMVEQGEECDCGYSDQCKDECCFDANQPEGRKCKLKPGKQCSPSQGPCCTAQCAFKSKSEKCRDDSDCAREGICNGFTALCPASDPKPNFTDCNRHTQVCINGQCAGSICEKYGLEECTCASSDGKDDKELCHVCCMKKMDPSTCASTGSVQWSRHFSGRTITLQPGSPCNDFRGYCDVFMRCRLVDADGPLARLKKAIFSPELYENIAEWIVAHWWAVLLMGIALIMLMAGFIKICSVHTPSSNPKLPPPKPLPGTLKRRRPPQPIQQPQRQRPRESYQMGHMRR
Starred values were filed as active, the others as inactive; . = no result given.

The line under a structure holds: GC-B act	hgDAF-12 ag	DAX1 inh-1	GC-A act	DAX1 inh-2	hcDAF12 agonist	GAA850 FXN act	SMARCA2 activ	ADAM10 inh	sPLA2-III inh	ssDAF12 agonist
Cc1ccc(C)c(N2CCN(C(=O)c3cc4ccccc4oc3=O)CC2)c1
 : 0	-2.8	0.3	1	0.5	-1.4	-1.5	-3	-12	9	-1.4
CCOC(=O)c1c(C)[nH]c(C(=O)COC(=O)CCSc2ccccc2)c1C
 : 0	8.9	0.3	6	0.7	6.3*	6.8	2	-2	-6	0.1
COC(=O)N(C)c1nc2ccccc2s1
 : 2	5.2	0.2	2	2.3	-0.5	-1.3	3	-4	5	-1.4
CC1CCN(S(=O)(=O)N2CCC(C(=O)NCCC3=CCCCC3)CC2)CC1
 : 4	0.3	-0.4	1	0.9	2.2	0.7	0	6	-1	-1.7
O=C(Nc1cccnc1)C1CCN(S(=O)(=O)c2ccc(Cl)cc2)CC1
 : -8	-2.6	1.4	-8	0.1	-1.4	-0.9	-3	2	5	-1.0
O=C(COc1ncnc2cc([N+](=O)[O-])ccc12)NCCc1ccc(Cl)cc1
 : 4	1.2	-0.8	2	0.1	-0.7	-0.9	-1	-10	-4	-1.7
COc1ccc(CC(=O)Nc2ccc(S(=O)(=O)NCC3CCCO3)cc2)cc1 (stereo not given)
 : 2	-1.9	-1.8	-4	-2.5	-0.8	-0.5	0	6	-10	-2.0
Fc1ccc(Nc2ccnc(C(F)(F)F)c2)cc1
 : -1	-2.1	-0.6	3	1.9	-2.4	-0.5	-2	-4	4	-1.2
COc1cccc(SCc2noc(C(=O)NC(C)C)c2C(=O)NC(C)C)c1
 : 3	-0.1	0.0	6	-0.3	-1.2	2.5	1	5	6	-1.4
O=S(=O)(Nc1ccc(O)c2ncccc12)c1ccccc1F
 : -1	7.4	-0.5	-2	.	0.4	0.4	0	-4	-3	-1.2
COc1ccc(Oc2nc(-c3cccnc3)nc3ccccc23)cc1
 : -23	1.1	-0.4	-24	0.1	-0.5	0.9	-2	4	0	-0.4
C=CC[C@]1(O)C(=O)N(c2ccccc2)c2ccccc21
 : 3	0.9	0.6	0	.	-2.2	.	-3	-6	14	-1.0
Nc1ccc(C(=O)NCc2ccccc2)cc1
 : -1	-1.2	-0.1	1	0.6	-0.3	0.0	-1	1	0	-0.8
Cc1ccc(C(=O)O)cc1NC(=O)c1cccs1
 : 4	0.7	-0.4	3	0.6	-0.9	0.4	-1	-2	5	-1.1
O=c1nc2n(c3cc(Cl)c(S(=O)(=O)N4CCOCC4)cc13)CCCCC2
 : -2	1.3	-0.1	3	1.0	-2.3	6.6	0	0	4	-0.5
CC(=O)Nc1cc(-c2ccc(C(=O)N3CCOCC3)cc2)cn2c(-c3cccc(C(C)=O)c3)cnc12
 : 0	-0.3	-0.9	3	.	-1.2	-1.1	0	-28	3	-1.2
Cc1cccc(OCC(=O)NCCNC(=O)c2ccco2)c1
 : -5	0.0	-0.1	3	1.8	0.2	-1.1	-2	-1	2	-0.8
CC1CCN(C(=O)CSc2nnc(Cc3cc(=O)[nH]c(=O)[nH]3)n2-c2ccc(Cl)cc2)CC1
 : 0	0.9	-0.2	0	5.3*	-0.2	-1.5	0	-12	-26	-0.5
CN1/C(=C\C=O)C(C)(C)c2ccccc21
 : -2	-1.8	0.1	-2	-0.6	-0.7	1.9	1	-10	2	-1.9
O=C(CN1C(=O)NC2(CCOc3ccccc32)C1=O)c1ccc(Cl)cc1 (stereo not given)
 : -2	1.1	-0.4	1	3.3	-2.7	1.9	-2	-6	7	-0.2
CC(C)C(=O)Nc1ccc(C(=O)NC2CCSC2=O)cc1 (stereo not given)
 : 6	1.5	-0.7	1	0.1	0.1	3.4	-3	-2	7	-0.7
Cc1cccc(C)c1NC(=O)CN(C)C(=O)CC1Sc2ccccc2NC1=O (stereo not given)
 : 1	-0.5	0.4	1	2.3	2.8	1.6	-3	-12	3	-0.2
COc1ccc(C(=O)NCCCOc2cccc(NC(C)=O)c2)cc1
 : 1	-0.3	0.1	2	-0.7	-1.0	1.1	4	2	-1	-1.5
CC(C)CNC(=O)c1[nH]c(C(F)(F)F)nc1-c1ccccc1
 : 9	-2.7	-0.2	0	.	-0.2	.	-4	-3	-3	-0.8
S=C(N/N=C/c1ccc(Cl)cc1)N1CCOCC1
 : 4	13*	2.1	4	1.4	7.2*	6.5	5	-17	12	-0.1
C=CCn1c(SCC(=O)NC2CCCCC2)nc2ccccc2c1=O
 : -3	-2.9	-0.2	-1	-0.3	-0.1	-0.6	-6	2	7	-1.7
CC(C)(C)n1cnc2cc(NS(=O)(=O)c3ccccc3)ccc21
 : 3	0.5	0.5	2	-0.1	0.1	1.0	2	-6	-13	-1.0
CCn1cc(C(=O)N[C@H](C(=O)NC(C)(C)CO)C(C)C)c(=O)c2cc3c(cc21)OCO3
 : -7	-1.1	0.2	2	1.4	-0.1	1.0	0	-5	-1	-0.8
C=C(C)C1CC=C(C)/C(=N/NC(=O)COc2ccc(Cl)cc2)C1 (stereo not given)
 : -3	-2.2	0.0	0	-0.6	-0.5	-0.9	-3	-4	-2	-0.5
Cc1c(C)c(C)c2[nH]c(=S)[nH]c2c1C
 : -7	0.7	-0.9	4	.	-1.6	-0.2	-5	2	16	-1.1
CCc1ccc(NC(=O)c2ccc(NC3=NC4CS(=O)(=O)CC4S3)cc2)cc1 (stereo not given)
 : 0	0.5	0.2	5	0.8	-0.8	-0.2	1	6	6	-0.6
O=C(NNC(=O)c1cccc([N+](=O)[O-])c1)c1ccncc1
 : 3	-2.4	-0.8	5	-0.4	-0.9	-0.9	-1	-7	-1	-0.8
CC(C)COC(=O)N(C)C[C@H]1OCc2cnnn2CCCC(=O)N([C@H](C)CO)C[C@H]1C
 : 0	6.8	0.0	-3	-1.5	-1.1	1.6	-2	-16	10	-0.9
COC(=O)c1c(NC(=O)CN2CCC3(O)CCCCC3C2c2cc(OC)ccc2OC)sc(C)c1C (stereo not given)
 : -11	-1.9	-0.1	-14	0.7	-0.9	12*	-2	2	-13	-2.0
O=C(CN1C(=O)c2ccccc2S1(=O)=O)Nc1ccccc1C(=O)NCc1ccco1
 : 2	1.4	0.4	-1	0.6	-1.3	-2.0	0	1	-4	-1.2
CCCOc1ccc(/C=C/c2c([N+](=O)[O-])c(=O)n(C)c(=O)n2C)cc1
 : -3	1.3	-0.9	1	-0.7	-1.2	-1.7	2	0	-2	-0.8
Cn1cc(CC(=O)N2CCN(c3ccc(Cl)cc3)CC2)c2ccccc21
 : 0	-2.6	-0.5	-10	-0.7	-1.5	2.8	-1	0	-41	-1.7
CCOC(=O)C1CCN(S(=O)(=O)c2c(C)[nH]c(C)c2C(=O)N2CCCC2)CC1
 : 2	-2.3	0.1	2	0.2	-1.4	-0.9	3	1	3	-1.4
CC(CCc1ccccc1)NC(=O)COC(=O)c1cccn1C (stereo not given)
 : -5	0.1	0.5	3	0.1	0.7	-0.2	0	-9	-3	-0.8
CCn1c(=O)n(CC)c2cc(S(N)(=O)=O)c(C)cc21
 : 2	2.5	0.3	0	-0.9	-0.3	1.8	0	-5	2	-1.3
Cc1cc(NC(=O)c2cccnc2)ccc1NC(=O)c1ccco1
 : 2	0.1	-0.7	-1	0.7	0.6	1.4	0	1	-1	-2.1
O=C(Nc1ccc(F)cc1)c1ccccc1NC(=O)C1CC=CCC1C(=O)O (stereo not given)
 : 2	5.0	0.8	2	-0.3	1.0	0.3	0	-5	-1	-1.3
Cc1ccc(C)c(OCCC(=O)NNC(=O)c2ccccc2)c1
 : -1	-0.8	0.0	6	0.6	-1.1	-0.8	-2	2	0	-0.9
C=CCNC(=S)Nc1ccc(C(N)=O)cc1
 : 5	-4.1	0.6	1	0.1	-1.1	2.1	-5	4	10	0.0
O=S1(=O)CCN(Cc2ccncc2)CC1
 : 9	0.7	-0.5	0	0.5	-0.5	-0.2	-2	-8	2	-0.8
CC1CCCCN1S(=O)(=O)c1ccc(S(=O)(=O)N2CCN(c3ccccc3)CC2)cc1 (stereo not given)
 : -6	-0.5	-0.3	-3	0.4	0.2	1.8	-3	0	2	-1.3
O=C(Cn1ccc(C(F)(F)F)n1)N/N=C/c1cccs1
 : -2	1.0	-0.4	1	-0.6	-0.1	1.3	0	-7	8	-0.7
CC(C)(C)c1ccc(-c2nnc3n2N=C(c2ccc(-c4ccccc4)cc2)CS3)cc1
 : -5	-1.4	-0.7	-7	.	-1.6	.	-1	-1	0	-1.3
CCCCNC(=O)C1(C)CCCCN1Cc1ccc(OCc2ccccc2)cc1 (stereo not given)
 : -6	1.1	-1.7	-2	.	-1.9	-0.1	-5	-1	-8	-1.2
Cc1ccc2ccccc2c1COC(=O)c1nonc1N
 : 6	2.8	-0.1	0	0.0	0.3	1.2	0	-4	-1	-1.4
Cc1nn(-c2ccc(N3CCOCC3)nn2)c(C)c1CCC(=O)NCc1ccc(F)cc1
 : 3	3.5	0.2	0	0.5	-1.4	-0.2	2	6	6	-1.0
COc1ccc([N+](=O)[O-])cc1NC(=O)C1CCCO1 (stereo not given)
 : 0	1.1	-0.2	2	0.1	-1.2	3.2	-4	-4	10	-0.8
O=C1C(=O)N(CCN2CCOCC2)C(c2ccc(F)cc2)/C1=C(/O)c1ccc(S(=O)(=O)N2CCOCC2)cc1 (stereo not given)
 : 5	-1.6	-0.2	5	1.3	-0.5	-0.2	-1	-4	7	-1.1
C=CCC1NS(=O)(=O)OCC1NC(=O)OCC(Cl)(Cl)Cl (stereo not given)
 : 3	3.1	0.5	2	0.4	-1.0	2.3	1	4	-6	-1.2
COc1cc2c(cc1C1NC(=S)NC(C)=C1C(=O)N(C)C)CCCC2 (stereo not given)
 : 2	0.2	0.3	-2	1.1	-1.1	2.6	-1	-1	6	-1.2
CS(=O)(=O)c1nc(S(=O)(=O)c2ccc(Cl)cc2)c(N2CCC(C(N)=O)CC2)s1
 : 2	1.1	0.0	-4	-0.2	-0.3	2.2	-1	-8	7	-1.0
